High-throughput results from PubChem.
hERG WT inh – KCNH2 (human, wildtype) channel inhibition | Q12809 | U2OS, BacMam KCNH2, thallium flux FluxOr; stronger effect = lower value | activity change, % at 1.84 µM | hit rate 0.37% among 340,000;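 active means maximum activity change below -70%; inconclusive means maximum activity change between -70% and -50%; inactive means maximum activity change above -50%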; further: on the % scale 0 is the no-effect control and ±100 the full control effect
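U2OS cells were transduced with wild-type KCNH2 virus (2.03 x 10^8 / mL) for 4 h at room temperature, then cultured overnight at 37 C. Thallium flux was read with FluxOr dye. Rate constants were normalized to DMSO controls.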
ASM inhibitor – blocks human secretory acid sphingomyelinase; placental ASM, HMU-PC fluorogenic substrate, 60 min; hit rate 0.006% among 340,000; AID 504937; Potency, µM (highest dose often 57.5 µM), inactives show top-dose activity change, negative = inhibition, most hits filed as inhibitors; P17405; further: potency means the concentration at half of the fitted maximal effect
Target sequence (P17405 47-631 limits assumed): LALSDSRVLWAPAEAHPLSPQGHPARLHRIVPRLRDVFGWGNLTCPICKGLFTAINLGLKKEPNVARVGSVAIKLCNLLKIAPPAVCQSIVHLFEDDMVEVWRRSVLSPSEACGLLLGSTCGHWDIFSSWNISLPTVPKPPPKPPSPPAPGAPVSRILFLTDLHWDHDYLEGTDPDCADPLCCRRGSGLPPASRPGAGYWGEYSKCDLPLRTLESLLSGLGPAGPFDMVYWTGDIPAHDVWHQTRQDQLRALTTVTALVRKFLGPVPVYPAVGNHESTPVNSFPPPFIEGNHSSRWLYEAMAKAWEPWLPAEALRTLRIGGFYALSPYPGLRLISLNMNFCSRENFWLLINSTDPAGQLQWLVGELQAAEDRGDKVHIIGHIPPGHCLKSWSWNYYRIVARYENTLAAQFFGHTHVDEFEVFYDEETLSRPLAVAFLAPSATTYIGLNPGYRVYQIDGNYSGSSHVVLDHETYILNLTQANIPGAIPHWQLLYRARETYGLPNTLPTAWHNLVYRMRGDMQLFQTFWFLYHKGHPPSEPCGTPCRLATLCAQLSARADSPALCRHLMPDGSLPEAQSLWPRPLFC
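Steps: dispense placental human ASM, pin compound, wait 10 min at room temperature, add HMU-PC0 substrate at 9 uM final, incubate 60 min at 37 °C, add stop solution raising pH to 10, read fluorescence.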
AT treatment – candidate therapy for ataxia-telangiectasia; […] A-T fibroblasts, KAP-1 phosphorylation AlphaLISA; neocarzinostatin DNA damage 30 min before lysis; Potency, µM (titrated, usually from 57.5 µM), for the others: at the top dose activation, hits mostly activators; hit rate 0.19% among 320,000; further: potency means the concentration at half of the fitted maximal effect; % of control where 0% means no effect; nearly all actives have a fitted effect of over 45% in size
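hTERT-immortalized A-T patient fibroblasts ([…]), 500 cells/well in OPTI-MEM, 1% FBS, got compounds for 60 min, then NCS for 30 min at 37C. Lysates were then assayed for phospho-KAP-1 by AlphaLISA (anti-pKAP1 donor, anti-KAP1 acceptor beads), 6 hr at 25C.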
MBNL1 CUG block – MBNL1-poly(CUG) RNA binding inhibition | Q9NR56 | Potency, µM (series often up to 57.5 µM), inactives show at the highest dose activity change, negative = inhibition, hits mostly inhibitors | TR-FRET MBNL1-His/biotin-(CUG)12 binding, 665/545 ratio | AID 2675 | hit rate 0.036% among 280,000; active means well fitted inhibition curve with a large enough effect in the signal ratio, with a control signal flat, not every such curve was filed as active; inconclusive means small, poorly fitted or top-dose-only effect, or effect the other way, or a change in a side signal; inactive means no such curve, though single readings can be large or run the other way; the % refers to the signal ratio; further: potency means the concentration at half of the fitted maximal effect; on the % scale 0 is the no-effect control and ±100 the full control effect
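TR-FRET readout: Ex 340 nm, 665/545 nm emission ratio, normalized to buffer-only (basal) and MBNL1-(CUG)12 controls. Complex of MBNL1-His with Biotin-(CUG)12, compounds 92 nM–58 uM, incubated 60 min at room temperature.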
CXXC DNA block – MLL CXXC-DNA interaction inhibition. hit rate 0.037% among 290,000. MLL-CXXC / FITC-HOXA9 DNA fluorescence polarization. Potency, µM (series often up to 115 µM), for inactives: top-dose activity change, negative = inhibition, actives largely listed as inhibitors. Q03164; active means well fitted inhibition curve with a large enough effect in the polarisation, with a control signal flat, not every such curve was filed as active; inconclusive means small, poorly fitted or top-dose-only effect, or effect the other way, or a change in a side signal; inactive means no such curve, though single readings can be large or run the other way; the % refers to the polarisation; further: potency means the concentration at half of the fitted maximal effect
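Steps: dispense CXXC domain solution (7 uM) → pin compounds or unlabeled HOX-A9 DNA control → 5 min ambient → add FLSN-HOX-A9 solution (50 nM) → spin → 30 min ambient → fluorescence polarization. Tris pH 7.5/NaCl/DTT/BSA buffer.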
a7 integrin act – integrin-mediated muscular dystrophy alleviation activation; alpha7betagal myoblasts, beta-gal FDG fluorescence, 48 h; Potency, µM (top dose mostly 38.3 µM), inactives show top-dose activation, most hits filed as activators; hit rate 0.064% among 350,000;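 further: potency means the concentration at half of the fitted maximal effect; 100% = response of the positive control SU9516; nearly all actives have a fitted effect of over 60% in size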
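Alpha7betagal+/- myoblasts (passage 13) were plated 16-24 hr, then exposed to compounds (1:260 dilution of DMSO stock) for 48 hours at 37C. After MPER lysis, β-galactosidase reporter activity was read as FDG fluorescence (ex 480/em 540) after 30 minutes.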
FBPA coupling cs – inhibits coupling enzyme system, counter-screen for aldolase hits. coupling enzyme system counterscreen, AmpLite Red fluorescence. hit rate 0.67% among 290,000. activity change, negative = inhibition, % at 58.2 µM, hits read low. AID 2472; in the data active means activity change below about -30%; further: on the % scale 0 is the no-effect control and ±100 the full control effect
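Counterscreen of the coupled detection system alone, without aldolase: glyceraldehyde-3-phosphate coupling enzymes plus AmpLite Red readout. Compounds at 57.5 uM final, 10 min RT preincubation, 20 min RT reaction, fluorescence 525/598 nm.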
TRPV1 ag – activates the human vanilloid receptor TRPV1; TRPV1-expressing cells, Fluo-8 calcium influx, agonist mode; activation, % at 8.33 µM; hit rate 0.19% among 320,000; in the data active means activation above about 80%; inconclusive means between about 30% and that limit; further: 0% is about no effect
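Fluo-8 calcium influx in TRPV1-expressing cells, kinetic read (ex 480/em 520 nm). Compound added and read 3 min for agonist activity, followed by capsaicin at EC20 final and 2 min further read for enhancement.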
GALK inhibitor – galactokinase (human) inhibition; Purified GALK, Kinase-Glo residual ATP luminescence; hit rate 0.007% among 270,000; AID 1868; Potency, µM (series often up to 57.5 µM), inactives show at the top dose activity change, negative = inhibition, actives largely listed as inhibitors; P51570; further: potency means the concentration at half of the fitted maximal effect; on the % scale 0 is the no-effect control and ±100 the full control effect
Target sequence (P51570 whole entry, looked up): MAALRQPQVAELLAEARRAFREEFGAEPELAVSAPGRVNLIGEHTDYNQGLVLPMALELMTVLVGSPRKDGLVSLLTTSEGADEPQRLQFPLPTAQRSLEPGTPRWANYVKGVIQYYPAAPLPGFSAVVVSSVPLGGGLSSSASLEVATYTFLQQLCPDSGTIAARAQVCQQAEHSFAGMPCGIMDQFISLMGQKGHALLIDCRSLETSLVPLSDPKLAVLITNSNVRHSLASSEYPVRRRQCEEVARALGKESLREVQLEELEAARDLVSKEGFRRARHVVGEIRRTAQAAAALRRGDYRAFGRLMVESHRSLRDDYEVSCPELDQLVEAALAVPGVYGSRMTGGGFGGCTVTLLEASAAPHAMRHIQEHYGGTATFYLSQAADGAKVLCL
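The enzyme phosphorylates galactose (100 uM) using ATP (35 uM); inhibition is detected as higher residual ATP, quantified by bioluminescence after 1 h reaction at room temperature, pH 8.0.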
KCNH2 3.1 inh – KCNH2 3.1 (human) potassium channel inhibition | U2OS KCNH2 3.1, thallium flux FluxOr; stronger effect = lower value | activity change, % (tested at about 1.8 µM) | hit rate 0.95% among 340,000 | AID 720553;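 active means maximum activity change below -70%; inconclusive means maximum activity change from -70% to -50%; inactive means maximum activity change above -50%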;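 further: thallium influx rate constant from kinetic fluorescence after stimulation buffer; on the % scale 0 is the no-effect control and ±100 the full control effect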
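Thallium flux read-out: FluxOr dye with Red40 quencher in HBSS/HEPES, 45 min at RT. Rate constants from kinetic reads were normalized to positive and negative DMSO controls. Cells: U2OS virally expressing the 3.1 isoform.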
Numbers without * were called inactive; i = inactive; ? = inconclusive; . = no result given; [ ] = dose if it differs, or a comment. Unless noted, the call rests on the fitted dose curve; in most records, active means well fitted curve in the direction sought with a large enough effect; inconclusive means small, poorly fitted or top-dose-only effect, or another doubt; inactive means no such curve, though single readings can be large; an effect the other way counts as inactive or inconclusive.

# | SMILES | hERG WT inh | ASM inhibitor | AT treatment | MBNL1 CUG block | CXXC DNA block | a7 integrin act | FBPA coupling cs | TRPV1 ag | GALK inhibitor | KCNH2 3.1 inh
1 | COc1ccc(CNC(=O)C2CC(c3ccccc3C(F)(F)F)=NO2)cc1 (configuration not stated) | 2 | -1% | -3% | -11% | 2% | 32% | 3 | -7 | 0% | 4
2 | COc1ccccc1/C=N/OCc1ccc(C#N)cc1 | -20 | -1% | 50% | 2% | -15% | 11% | -1 | 14 | 4% | -6
3 | CCc1cc2c(=O)c(-c3ccc(F)cc3)c(C(F)(F)F)oc2cc1OCC(=O)O | . | . | -3% | -1% | 7% | . | 7 | -2 | 0% | .
4 | O=C(CC1CCCCC1)NCc1nc(-c2ccccc2)no1 | -8 | 3% | 5% | 5% | 7% | -11% | 3 | 17 | 3% | 7
5 | O=C(c1ccco1)N1CCN(c2ccc(Cl)cc2)CC1 | 2 | -1% | -3% | 2% | 7% | 7% | -1 | ? | 5% | -7
6 | CCCS(=O)(=O)Nc1c(C(=O)O)[nH]c2ccc(OC)cc12 | -8 | 11% | -7% | -5% | 4% | 10% | -1 | -3 | 2% | -17
7 | Cc1ccccc1C(=O)NNC(=S)NC(=O)c1cccnc1 | -5 | 4% | -6% | 0% | 1% | -19% | 0 | -3 | 1% | -6
8 | COc1ccc(N(CC(=O)NCc2cccs2)S(=O)(=O)c2c(C)n[nH]c2C)cc1 | 4 | 0% | 0% | -3% | -11% | 31% | 2 | -2 | -1% | -6
9 | CCN(CC)C(=O)Oc1ccc2c(=O)c(-c3ccc(OC)cc3)c(C)oc2c1 | 7 | -4% | 5% | -5% | -5% | -40% | -1 | -10 | -3% | 6
10 | Cc1ccc(OCCn2ncc3ccccc3c2=O)c(C)c1 | 10 | -2% | 6% | 2% | 2% | 0% | 0 | ? | 0% | 19
11 | CC(C)Oc1ccc(S(=O)(=O)N2CCOCC2)cc1NC(=O)CC1OC(=O)c2ccccc21 (configuration not stated) | 0 | . | -4% | . | . | 1% | . | 7 | . | 1
12 | CN1CCN(/N=C/c2cccc(Cl)c2Cl)CC1 | 8 | 0% | 3% | 5% | 3% | -7% | 1 | 2 | 2% | -2
13 | CC(C)CSc1n[nH]c(=S)s1 | -2 | 3% | -3% | -2% | 10% | 0% | 6 | -2 | 0% | 14
14 | CC1CCCN(CCCNC(=O)c2nn(C)c3c2CS(=O)(=O)c2ccccc2-3)C1 (configuration not stated) | 16 | 8% | -12% | 0% | 2% | 4% | . | -3 | -1% | 4
15 | Cc1ccc(CNC(=O)c2cc3cc(Br)ccc3oc2=N)cc1 | -9 | -1% | 1% | 1% | -1% | 7% | . | -2 | -4% | 28
16 | COc1ccc(CNC(=O)C2CCN(c3nccs3)CC2)cc1 | 5 | 0% | 5% | 3% | 1% | -8% | 1 | -2 | 9% | -10
17 | Cc1ccc(C(=O)OCC(=O)Nc2ccc3c(c2)OCO3)c(O)c1 | -6 | 0% | 6% | . | . | -4% | . | 12 | . | -1
18 | CCC(C(=O)NC1CCCC1)N(C(=O)Cn1nnc(-c2ccc(C)o2)n1)c1cnc2ccccc2c1 (configuration not stated) | -10 | 3% | 8% | -6% | -13% | -8% | 4 | -2 | 6% | 8
19 | CC(C)Oc1ccc(CNC(=O)CC(c2ccccc2)c2cc(Cl)ccc2O)cc1 (configuration not stated) | -15 | -3% | 6% | 2% | 8% | -37% | -5 | 3 | 5% | -26
20 | Cc1ccc(C(=O)N2CCn3c(C)ccc3C2C)cc1 (configuration not stated) | -1 | 11% | 4% | -3% | 8% | -6% | -6 | 9 | -1% | 6
21 | N=c1c2ccccc2nnn1-c1ccc(C(F)(F)F)cc1 | -3 | 1% | 7% | . | 19% | -3% | 11 | -10 | -1% | 11
22 | O=C(CNC(=O)c1ccc([N+](=O)[O-])cc1)c1ccccc1 | -21 | -1% | -2% | ? | -1% | 8% | 0 | 28 | -2% | 21
23 | Cc1ccccc1SCCNC(=O)c1ccccc1Br | i | 2% | 1% | -1% | 6% | 20% | 0 | ? | 1% | -41
24 | CC1CCN(S(=O)(=O)CCNC(=O)c2ccc3c(c2)OCO3)CC1 | 8 | -1% | 22% | . | . | -4% | . | 0 | . | -19
25 | Cc1ccc(C2=NN(C(=O)COc3ncnc4ccccc34)C(c3ccco3)C2)cc1 (configuration not stated) | 1 | -5% | -6% | -4% | -1% | -34% | 1 | -1 | 10% | 2
26 | CCCCN(C)C(=O)c1cn(-c2cccc(OC)c2)c(=O)c2ccccc12 | 20 | -7% | -2% | -4% | 7% | -17% | 4 | -2 | . | -6
27 | O=C(N/N=C/c1coc2ccccc2c1=O)c1cccc([N+](=O)[O-])c1 | 1 | -1% | 1% | ? | 1% | 11% | 0 | 1 | 8% | 2
28 | C(=C1/CCCC2=C1Nc1ncnn1C2c1ccccc1)/c1ccccc1 (configuration not stated) | . | . | 40µM* | ? | 2% | . | . | . | -5% | .
29 | CCOC(=O)CCc1ccc(NC(=O)/C=C/c2ccc([N+](=O)[O-])o2)cc1 | 8 | -6% | . | . | . | -48%[inhibitor] | . | . | . | 19
30 | O=c1c2ccccc2oc2c1ccc1ccccc12 | 4 | 36%[activator] | 18% | . | . | 0% | . | . | . | 0
31 | CCN(C(=O)CSc1nnc(-c2ccc(OC(F)F)cc2)n1N)C1CCS(=O)(=O)C1 (configuration not stated) | 6 | 3% | 0% | . | . | 23% | . | 3 | . | -5
32 | CS(=O)(=O)c1nc(S(=O)(=O)c2ccc(Cl)cc2)c(NCCCN2CCOCC2)s1 | 17 | 6% | -2% | -4% | -5% | 21% | . | -2 | 1% | 2
33 | CC1(C(=O)NC(=S)N(CCC#N)c2ccccc2)CC1(Cl)Cl (configuration not stated) | 4 | 3% | -2% | -3% | 3% | -21% | 1 | 0 | 1% | -1
34 | COc1ccc(C(=O)Nn2c(CC(C)C)nc3cc(OC)c(OC)cc3c2=O)c(OC)c1 | -16 | -1% | 2% | 1% | -1% | -33% | 3 | 4 | 1% | -11
35 | CS(=O)(=O)N(Cc1ccccc1)c1ccccc1C(=O)Nc1ccccc1C(=O)NCc1ccco1 | 4 | -4% | -4% | 4% | 7% | 1% | -2 | 19 | 0% | -11
36 | N#Cc1ccccc1Cn1c(=O)oc2ccccc21 | -2 | 3% | 30% | 1% | -8% | -5% | 0 | 2 | 6% | 11
37 | O=C1CCC(C(=O)N2CCSCC2)CN1CCc1cccc(F)c1 (configuration not stated) | 6 | . | 2% | 0% | 0% | -26% | 0 | 11 | -1% | -4
38 | CN1CC(=O)N(CC(=O)Nc2ccc(N3CCOCC3)cc2)C1=O | 12 | -8% | 3% | . | . | -19% | . | 0 | . | -34
39 | COc1ccccc1C(=O)NCCC(=O)N(C)CC(=O)Nc1ccc(N2CCOCC2)cc1 | 4 | 0% | 2% | . | . | 5% | . | 2 | . | 16
40 | COc1c(C(=O)NC(=S)Nc2nnn(C)n2)cc2ccccc2c1Br | 2 | 1% | 7% | 11% | 1% | 10% | -2 | -11 | 4% | 23
41 | CCN(CC(=O)Nc1c(F)cccc1F)C(=O)C1CCN(S(=O)(=O)c2ccccc2C(=O)OC)CC1 | 8 | -4% | . | . | . | 21% | . | . | . | 0

In the list so far, six have fluorine.
# | SMILES | hERG WT inh | ASM inhibitor | AT treatment | MBNL1 CUG block | CXXC DNA block | a7 integrin act | FBPA coupling cs | TRPV1 ag | GALK inhibitor | KCNH2 3.1 inh
1 | COc1ccc(CNC(=O)C2CC(c3ccccc3C(F)(F)F)=NO2)cc1 (configuration not stated) | 2 | -1% | -3% | -11% | 2% | 32% | 3 | -7 | 0% | 4
3 | CCc1cc2c(=O)c(-c3ccc(F)cc3)c(C(F)(F)F)oc2cc1OCC(=O)O | . | . | -3% | -1% | 7% | . | 7 | -2 | 0% | .
21 | N=c1c2ccccc2nnn1-c1ccc(C(F)(F)F)cc1 | -3 | 1% | 7% | . | 19% | -3% | 11 | -10 | -1% | 11
31 | CCN(C(=O)CSc1nnc(-c2ccc(OC(F)F)cc2)n1N)C1CCS(=O)(=O)C1 (configuration not stated) | 6 | 3% | 0% | . | . | 23% | . | 3 | . | -5
37 | O=C1CCC(C(=O)N2CCSCC2)CN1CCc1cccc(F)c1 (configuration not stated) | 6 | . | 2% | 0% | 0% | -26% | 0 | 11 | -1% | -4
41 | CCN(CC(=O)Nc1c(F)cccc1F)C(=O)C1CCN(S(=O)(=O)c2ccccc2C(=O)OC)CC1 | 8 | -4% | . | . | . | 21% | . | . | . | 0
